S-ASM inh = blocks human secretory acid sphingomyelinase | placental ASM, HMU-PC fluorogenic substrate, 60 min | P17405 | AID 504937 | Potency, µM (highest dose often 57.5 µM), for inactives: at the highest dose activity change, negative = inhibition, hits mostly inhibitors | 340,000 tested, 0.006% active; note: potency is the fitted concentration of half-maximal effect
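qHTS format. ASM enzyme prepared from human placenta hydrolyses the fluorogenic substrate HMU-PC0 (9 uM final) over 60 min at 37 °C after a 10 min compound preincubation.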
MBNL1 CUG block = MBNL1-poly(CUG) RNA binding inhibition | 280,000 tested, 0.036% active | Potency, µM (top dose mostly 57.5 µM), inactives show top-dose activity change, negative = inhibition, actives largely listed as inhibitors | TR-FRET MBNL1-His/biotin-(CUG)12 binding, 665/545 ratio | AID 2675 | Q9NR56; active = well fitted inhibition curve with a large enough effect in the signal ratio, with a control signal flat, not every such curve was filed as active; inconclusive = small, poorly fitted or top-dose-only effect, or effect the other way, or a change in a side signal; inactive = no such curve, though single readings can be large or run the other way; the % refers to the signal ratio; note: potency is the fitted concentration of half-maximal effect; % is set by controls: 0 for no effect and ±100 for the full control effect
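His-tagged MBNL1 binding to biotinylated (CUG)12 RNA was measured by TR-FRET using terbium anti-His antibody (0.055 ng/ul final) and streptavidin-XL665 (5 nM final). Compounds were titrated 92 nM to 58 uM; 60 min at room temperature.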
GALK inhibitor = blocks human galactokinase activity | Purified GALK, Kinase-Glo residual ATP luminescence | Potency, µM (doses to about 57.5 µM), for the others: top-dose activity change, negative = inhibition, most hits filed as inhibitors | P51570 | 270,000 tested, 0.007% active; note: potency is the fitted concentration of half-maximal effect; % is set by controls: 0 for no effect and ±100 for the full control effect
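GALK at 5 nM final was combined with compound, 35 uM ATP and 100 uM galactose in HEPES pH8.0 with MgCl2 and DTT. The reaction ran one hour at room temperature before luminescent ATP detection.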
Mito fusion yeast = inhibitors of mitochondrial division or activators of mitochondrial fusion; S. cerevisiae fusion-defective mutant growth rescue, CellTiterGlo 48 h; Potency, µM (series often up to 46.1 µM), without a hit: at the top dose growth rescue (activation), actives largely listed as activators; 320,000 tested, 0.23% active;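 note: potency is the fitted concentration of half-maximal effect; % of control where 0% means no effect; nearly all actives have a fitted effect of over 45% in size; temperature-sensitive fusion mutants such as fzo1-1 at 37 °C on non-fermentable ethanol glycerol medium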
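Growth-rescue viability read-out: after 48 h at the non-permissive 37C in glycerol/ethanol YPEG, yeast mitochondrial fusion mutants are measured by CellTiterGlo luminescence; compounds (23 nl pinned per well) restoring growth score as division inhibitors or fusion activators.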
KCNH2 WT inh = KCNH2 (human, wildtype) channel inhibition | activity change, % at 1.84 µM | Q12809 | U2OS, BacMam KCNH2, thallium flux FluxOr; hits give low values | AID 720551 | 340,000 tested, 0.37% active;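 active = maximum activity change below -70%; inconclusive = maximum activity change between -70% and -50%; inactive = maximum activity change above -50%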; note: % is set by controls: 0 for no effect and ±100 for the full control effect
Target sequence (Q12809 whole entry, looked up): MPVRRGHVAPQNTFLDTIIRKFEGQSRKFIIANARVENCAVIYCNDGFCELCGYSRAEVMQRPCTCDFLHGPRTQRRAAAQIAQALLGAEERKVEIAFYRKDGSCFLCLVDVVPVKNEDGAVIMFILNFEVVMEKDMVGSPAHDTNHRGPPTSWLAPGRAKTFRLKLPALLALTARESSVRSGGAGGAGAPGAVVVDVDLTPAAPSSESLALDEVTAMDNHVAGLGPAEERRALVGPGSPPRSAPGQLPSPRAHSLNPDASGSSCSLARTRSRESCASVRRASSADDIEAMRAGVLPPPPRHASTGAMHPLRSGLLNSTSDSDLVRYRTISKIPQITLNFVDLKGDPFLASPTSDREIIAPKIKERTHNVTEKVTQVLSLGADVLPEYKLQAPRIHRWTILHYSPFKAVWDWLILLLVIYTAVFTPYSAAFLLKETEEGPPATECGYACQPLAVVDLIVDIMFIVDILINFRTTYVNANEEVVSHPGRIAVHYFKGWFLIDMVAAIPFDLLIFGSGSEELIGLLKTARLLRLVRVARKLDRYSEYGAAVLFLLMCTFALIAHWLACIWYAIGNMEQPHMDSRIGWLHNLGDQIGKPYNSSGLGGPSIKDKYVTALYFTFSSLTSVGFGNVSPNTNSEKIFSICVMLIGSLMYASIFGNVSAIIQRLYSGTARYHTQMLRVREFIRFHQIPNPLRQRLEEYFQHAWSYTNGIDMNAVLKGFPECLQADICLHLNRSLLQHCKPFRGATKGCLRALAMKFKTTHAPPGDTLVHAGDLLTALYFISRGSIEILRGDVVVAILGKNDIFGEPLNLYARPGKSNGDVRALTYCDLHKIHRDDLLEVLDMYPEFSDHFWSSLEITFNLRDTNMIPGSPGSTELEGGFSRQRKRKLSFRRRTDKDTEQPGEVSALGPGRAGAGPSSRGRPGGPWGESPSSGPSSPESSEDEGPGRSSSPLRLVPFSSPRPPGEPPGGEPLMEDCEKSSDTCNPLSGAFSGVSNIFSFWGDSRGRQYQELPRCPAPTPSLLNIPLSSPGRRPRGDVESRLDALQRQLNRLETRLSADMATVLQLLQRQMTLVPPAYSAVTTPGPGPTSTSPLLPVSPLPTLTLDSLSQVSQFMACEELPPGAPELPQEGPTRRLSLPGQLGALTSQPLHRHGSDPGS
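U2OS cells were transduced with wild-type KCNH2 virus (2.03 x 10^8 / mL) for 4 h at room temperature, then cultured overnight at 37 C. Thallium flux was read with FluxOr dye. Rate constants were normalized to DMSO controls.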
Eya2 phos inh = Eya2 (human) phosphatase inhibition; AID 488837; recombinant Eya2, OMFP fluorescence dephosphorylation (OMFP is methylfluorescein phosphate); 330,000 tested, 0.006% active; O00167; Potency, µM (series often up to 76.9 µM), for inactives: top-dose activity, negative = inhibition, actives largely listed as inhibitors; note: potency is the fitted concentration of half-maximal effect; % is set by controls: 0 for no effect and ±100 for the full control effect
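Eya2 protein (added as 0.2 uM solution) was preincubated with compound for 10 min at ambient temperature in 50 mM HEPES pH 7.5, 50 mM NaCl, 5 uM MgCl2, 0.05% BSA, 1 mM DTT. OMFP (added at 50 uM) then reacted 10 min; fluorescence read at 485/525 nm.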
BCR signal inh = inhibitors of chronic active B-cell receptor signaling | ABC-DLBCL IkBa-CBG/CBR reporter, luminescence ratio, 4 h | Potency, µM (series often up to 46.1 µM), inactives show top-dose ratio change, negative = lower green/red ratio, actives largely listed as inhibitors | 340,000 tested, 0.05% active | AID 493014; active = well fitted inhibition curve with a large enough effect in the signal ratio, with a control signal flat, not every such curve was filed as active; inconclusive = small, poorly fitted or top-dose-only effect, or effect the other way, or a change in a side signal; the % refers to the signal ratio;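 note: potency is the fitted concentration of half-maximal effect; plate controls were basal doxycycline-induced cells for no effect and cells given 10 µM MG132 for full effect; MG132 reads +100%, hits lower the ratio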
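TMD8 ABC-DLBCL cells carrying doxycycline-inducible green luciferase fused to IkappaBalpha plus unfused red luciferase were exposed to compounds (up to 46 uM) for 4 hrs at 37C. Activity came from the overlap-corrected green/red luminescence ratio.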
USP2a inh = inhibitors of human ubiquitin-specific protease USP2a; O75604; USP2 core, Ub-CHOP2 coupled fluorogenic reporter, 485/531; Potency, µM (top dose mostly 38.3 µM), for inactives: top-dose activity change, negative = inhibition, actives largely listed as inhibitors; 330,000 tested, 0.01% active;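 note: potency is the fitted concentration of half-maximal effect; plate controls were DMSO wells for no effect and full inhibition by NEM control for full effect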
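Deubiquitinase activity read as fluorescence (485/531 nm) after Ub-CHOP2 cleavage activates the enterokinase reporter on its substrate; USP2 core 10nM, Ub-CHOP2 and substrate 25nM each, 30min compound preincubation then 60min RT; data normalized to NEM, curves fitted.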
PKM2 act = activators of human pyruvate kinase M2; P14618; purified PKM2, Kinase-Glo ATP luminescence, activation; response scale: 0% is enzyme alone, no compound; Potency, µM (series often up to 57.5 µM), inactives show at the highest dose activation, actives largely listed as activators; 260,000 tested, 0.34% active; note: potency is the fitted concentration of half-maximal effect; % is set by controls: 0 for no effect and ±100 for the full control effect; nearly all actives have a fitted effect of over 55% in size
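hPK-M2, >95% pure; 0.1 mM ADP / 0.5 mM PEP final; imidazole pH7.2 buffer w/ 7 mM MgCl2, 50 mM KCl; 1 h RT; Kinase-Glo lum. Intermediate enzyme activity for dual inhibitor/activator qHTS.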
Menin MLL FP TR = displaces Texas Red mutant MLL peptide from human menin. 270,000 tested, 0.23% active. Menin + Texas Red MLL mutant peptide, fluorescence polarization. O00255. Potency, µM (highest dose often 61.6 µM), without a hit: at the top dose FP activity change, negative = inhibition, actives largely listed as inhibitors; active = well fitted inhibition curve with a large enough effect in the polarisation, with a control signal flat, not every such curve was filed as active; inconclusive = small, poorly fitted or top-dose-only effect, or effect the other way, or a change in a side signal; inactive = no such curve, though single readings can be large or run the other way; the % refers to the polarisation; note: potency is the fitted concentration of half-maximal effect; % of control where 0% means no effect; many of its hits are not listed in these tables
TSHR antagonist = blocks TSH signaling through the human TSH receptor; P16473; 330,000 tested, 0.2% active; TSHR-expressing cells, TSH-stimulated cAMP HTRF, 2 h; hits give low values; activity change, negative = inhibition, % at 11.5 µM; AID 504810;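 active = activity change below a set negative limit, meaning inhibition stronger than a set level, cut at about -70% in these data; inconclusive = activity change between two set negative limits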; note: % is set by controls: 0 for no effect and ±100 for the full control effect
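Read-out is FRET at 665 nm (cryptate excitation 337 nm) from a cryptate-tagged anti-cAMP antibody, competed by cell cAMP against cAMP-d2. Compounds are tested on freshly harvested TSHR cells challenged with 4nM TSH (EC80) for 2 hours at 37 deg C.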
Numbers without * were called inactive; ? = inconclusive; · = not tested or not shown; [ ] = remark or other dose. Unless noted, calls come from the whole dose curve; as a rule, active = well fitted curve in the direction sought with a large enough effect; inconclusive = small, poorly fitted or top-dose-only effect, or another doubt; inactive = no such curve, though single readings can be large; an effect the other way counts as inactive or inconclusive. Some of the compounds tested, so the mix of outcomes need not match the whole.

SMILES	S-ASM inh	MBNL1 CUG block	GALK inhibitor	Mito fusion yeast	KCNH2 WT inh	Eya2 phos inh	BCR signal inh	USP2a inh	PKM2 act	Menin MLL FP TR	TSHR antagonist
CC(C)N(CCCNC(=O)CC1Oc2ccccc2NC1=O)Cc1ccccc1 (configuration not stated)	0%	-5%	2%	-1%	11	-17%	-19%	-7%	8%	-1%	6
COc1ccccc1-c1nc(C#N)c(N2CCN(Cc3ccccc3)CC2)o1	-2%	0%	-2%	?	10	-20%	?	-12%	3%	-15%	-18
Cc1ccc(S(=O)(=O)NNC(=O)c2ccccc2-n2cccc2)cc1	3%	9%	-3%	-2%	-1	1%	8%	0%	1%	·	-15
COc1ccc(N2CCN(C(=O)CCS(=O)(=O)c3ccc4c(c3)NC(=O)CO4)CC2)cc1	1%	-5%	1%	-6%	-4	-9%	6%	-1%	4%[0.46 µM]	19%	-11
COc1ccccc1NC(=O)CSc1nnc(-c2ccc(NC(C)=O)cc2)n1C	3%	-1%	2%	-5%	7	5%	0%	-1%	-11%	-12%	4
CCOc1cc(C2CC(=O)NC3=C2C(=O)C(C(=O)OC)C(C)C3)cc(Cl)c1O (configuration not stated)	3%	4%	0%	1%	12	6%	9%	0%	-2%	14%	19
CC1(C)Cc2ccccc2C(=NCC(=O)O)N1	-1%	-3%	5%	-10%	-2	6%	0%	-1%	-15%	1%	-1
Cc1cc(NC(=O)CSc2nc3ccccc3n2CC(=O)N2CCCCC2)no1	3%	-8%	0%	-1%	-4	1%	10%	0%	0%	6%	1
CC(=O)Nc1ccc(OCC(O)Cn2cnc3ccccc32)cc1 (configuration not stated)	-2%	-4%	-4%	-2%	7	10%	-8%	2%	7%	1%	3
OC(CSc1c(Cl)cccc1Cl)CN1CCN(c2ccc(F)cc2)CC1 (configuration not stated)	-3%	-8%	-4%	?	12	-3%	7%	1%	-16%	-25%	1
O=C(c1ccc(Oc2ccc(C(F)(F)F)cc2[N+](=O)[O-])cc1)N1CCOCC1	-5%	·	0%	12%	10	3%	0%	1%	-12%	-20%	3
CC1=C(C(=O)Nc2ccc(C)cc2C)C(c2ccc([N+](=O)[O-])cc2)n2ncnc2N1 (configuration not stated)	22%	8%	2%	1%	3	0%	-1%	0%	-1%	11%	-38
O=C(NCC1COc2ccccc2O1)c1ccc(Cl)c(S(=O)(=O)N2CCOCC2)c1 (configuration not stated)	1%	·	·	3%	-3	-1%	2%	-1%	·	·	-11
O=C(NCc1ccccc1)c1ccc(Cl)cc1[N+](=O)[O-]	2%	?	0%	2%	-7	-29%	0%	0%	-3%	·	19
O=C1CC(=C(c2ccccc2)c2ccccc2)C(=O)N1CCCN1CCN(c2cccc(Cl)c2)CC1	-12%	-4%	6%	0%	-7	-5%	6%	2%	0%	-10%	11

4 successive records out of the list so far, for reference:
SMILES	S-ASM inh	MBNL1 CUG block	GALK inhibitor	Mito fusion yeast	KCNH2 WT inh	Eya2 phos inh	BCR signal inh	USP2a inh	PKM2 act	Menin MLL FP TR	TSHR antagonist
CC(C)N(CCCNC(=O)CC1Oc2ccccc2NC1=O)Cc1ccccc1 (configuration not stated)	0%	-5%	2%	-1%	11	-17%	-19%	-7%	8%	-1%	6
COc1ccccc1-c1nc(C#N)c(N2CCN(Cc3ccccc3)CC2)o1	-2%	0%	-2%	?	10	-20%	?	-12%	3%	-15%	-18
Cc1ccc(S(=O)(=O)NNC(=O)c2ccccc2-n2cccc2)cc1	3%	9%	-3%	-2%	-1	1%	8%	0%	1%	·	-15
COc1ccc(N2CCN(C(=O)CCS(=O)(=O)c3ccc4c(c3)NC(=O)CO4)CC2)cc1	1%	-5%	1%	-6%	-4	-9%	6%	-1%	4%[0.46 µM]	19%	-11

(more compounds)
SMILES	S-ASM inh	MBNL1 CUG block	GALK inhibitor	Mito fusion yeast	KCNH2 WT inh	Eya2 phos inh	BCR signal inh	USP2a inh	PKM2 act	Menin MLL FP TR	TSHR antagonist
CCCCOc1ccc(NC(=O)CSc2nnnn2C)cc1	2%	12%	5%	6%	-6	·	·	·	1%	-12%	·
CCn1c(/N=C/c2ccccc2O)nc2ccccc21	1%	-4%	7%	1%	-3	0%	-1%	-1%	7%[11.5 µM]	-1%	-5
O=C1CC(c2ccccc2)c2cc(O)ccc2O1 (configuration not stated)	3%	?	0%	6%	-5	7%	-10%	-1%	10%	0%	-5
Cc1ccccc1CS(=O)(=O)Cc1ccc(C(=O)NCC2CCCO2)o1 (configuration not stated)	4%	-2%	0%	4%	-6	9%	2%	1%	-4%	-27%	35
Cn1ncc(Cl)c1C(=O)N1CCN(c2ccccc2)CC1	4%	7%	-4%	3%	-5	3%	0%	3%	-1%	-1%	-4
CC(=O)Nc1cccc(-c2nnc(-c3ccccc3)o2)c1	1%	4%	0%	-2%	9	3%	?	-1%	-2%	-6%	-9
Cc1[nH]n(-c2ccccc2)c(=O)c1C=Nc1ccc(S(=O)(=O)Nc2nccs2)cc1	-17%	7%	-1%	7%	3	4%	?	8%	2%	?	0
CCCC(=O)Nc1cccc(-c2cn3ccsc3n2)c1	-1%	11%	3%	0%	2	-5%	0%	-3%	5%	-10%	4
COCC(=O)Nc1c(C(=O)N2CCCC2)oc2ccccc12	0%	11%	1%	15%	-3	6%	2%	1%	·	0%	-6
COCCNC(=O)CSc1nccn1Cc1ccc2c(c1)OCO2	-1%	-9%	0%	3%	-8	2%	0%	0%	2%	-10%	-3
NNc1nc(-c2ccccc2)cc(-c2ccc(Br)cc2)n1	-7%	-4%	-1%	-7%	-9	-6%	?	4%	0%	25%	-11
COc1ccc(N2C(=O)CCC(C(=O)c3ccccc3)=C2C)cc1	4%	-12%	3%	10%	-22	-2%	-3%	-1%	-3%	0%	1
CN(C)CCNC(=O)c1ccc(-c2nn(C)c(=O)c3ccccc23)cc1	2%	10%	4%	-5%	-12	9%	?	2%	-5%	-9%	5
CCCN(Cc1nnc(-c2ccccc2Cl)o1)C(=O)c1oc2ccccc2c1C	-9%	·	·	11%	11	-22%	?	0%	·	·	-11
Cc1cccc(OCCOC(=O)c2c(-c3ccccc3)noc2C)c1	6%	-1%	-1%	-13%	-2	?	5%	-2%	·	16%	-17
CCN(CC)CCNC(=O)c1cc(Sc2nnc(C)s2)nc2ccccc12	0%	12%	1%	-2%	-3	5%	0%	0%	-1%	-5%	50
CC(C)(C)c1ccc(CS(=O)(=O)CC2(O)CCN(C(=O)c3cccc(C(F)(F)F)c3)CC2)cc1	0%	2%	0%	2%	-2	-18%	3%	1%	-1%	12%	17
O=C(COC(=O)CCC1CCCCC1)Nc1ccc(OC(F)F)cc1	-8%	-2%	-2%	3%	-14	-22%	?	1%	-11%	·	6
COC(=O)CSc1ncnc2c(C)csc12	-1%	-5%	6%	3%	1	-2%	-1%	-1%	-1%	·	5
Cn1c(Cn2c(=O)sc3ccccc32)nnc1SCC(=O)N1CCN(c2ccccc2)CC1	4%	-10%	1%	-3%	4	-4%	4%	-2%	-3%	-11%	-3
Cc1cc(/C=C2/NC(=O)N(Cc3ccccc3F)C2=O)c(C)n1C	13%	25%	·	0%	-5	7%	2%	0%	14%	7%	-4
O=C(CCC(=O)c1ccc(Br)cc1)Nc1ccc(F)cc1	-6%	3%	6%	2%	1	5%	-5%	-2%	0%[11.5 µM]	9%	-8
CCCCCCCCCCCCN1C(=O)CSC1c1cccnc1 (configuration not stated)	-4%	·	3%	5%	0	-14%	?	1%	0%	·	-13

Bioassay records deposited in PubChem by National Center for Advancing Translational Sciences (NCATS).
